Source: PubChem
Autophagy mod = autophagy modulation, high-content screen. 190,000 compounds, 0.98% hits. AID 463193. calls only at 10 µM (by protocol). MEF GFP-LC3 puncta imaging; test concentration mostly 10 µM;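 active = percentage of spot-positive cells more than 3 SD above its plate mean, without a fluorescence outlier flag or 80% toxicity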;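 also: spot-positive cell cutoff set from DMSO-treated cells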
Dynein cargo inh = dynein cargo transport inhibition; 3617.4 mouse cells, GR-EGFP nuclear translocation imaging; test concentration mostly 20 µM; stimulated with dexamethasone, 1 µM; hits give low values; z-score, hits read low; 220,000 compounds, 0.47% hits; AID 1381;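 active = plate z-score of nuclear minus cytoplasmic receptor signal below a set negative limit, without overly bright fluorescence or cell loss, cut at about -3.5 in these data, passing the limit was not always enough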;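 also: z-score of nuclear minus cytoplasmic ring GR-EGFP intensity difference per well; some compounds called inactive have numbers as strong as hits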
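Also added: dexamethasone, 1.0 µM final. Medium: tet-free, stripped-serum medium. Detection: fixed, Hoechst-stained cells imaged at 10x for EGFP. Read-out: nuclear-to-cytoplasmic GR-EGFP distribution per well. Times: induction 48 h, compound 1 h, agonist 30 min.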
Yfh1-off respiration = enhancers of respiration in Yfh1-depleted yeast, dose response, Friedreich's ataxia, plus single-dose screen (AID 1465); S. cerevisiae Yfh1-off respiration, WST-1 reduction, 72 h; higher fold induction means a stronger effect; fold induction at 50 µM, or EC50 in µM where a hit was titrated; 220,000 compounds, 0.074% hits;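 active = fold induction of absorbance versus untreated yeast above a set limit, then at least 30% activation at any dose in follow-up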;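 also: activators that raise dye reduction in frataxin-depleted yeast; strong numbers were not always called active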
T cell HTS = T cell immune modulators affecting CD8 T cell-vesicle binding | 2C CD8+ T cell-vesicle binding, flow cytometry; hits give low values | calls only at 7 µM | 330,000 compounds, 0.068% hits;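 active = response, share of CD8 T cells binding vesicles, and their 90th percentile fluorescence all below set limits, cut at about 80% in these data, passing the limit was not always enough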
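Benchmarks: naked versus QL9-loaded vesicles / Assay system: purified 2C TCR transgenic mouse naive CD8+ T cells / Technique: high-throughput flow cytometry with anti-B7-1 and anti-CD8 staining / Timing: Cell–vesicle co-incubation 1.5 h at 37 °C, staining 20 min on ice / Read-out: percent CD8+ FL2 mean versus row control / Probe or stimulus: QL9-loaded Drosophila micro-vesicles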
WT yeast gro inh = growth inhibition of WT yeast, mitochondrial fusion screen | mitochondrial fusion phenotypic screen, WT strain | 190,000 compounds, 2.1% hits | inhibition, % at 10 µM; in the data active = inhibition above about 58%; tested in S. cerevisiae
b-catenin transl = beta-catenin nuclear translocation modulation; HeLa beta-catenin nuclear translocation, immunofluorescence imaging; nuclear translocation activity, % at 5 µM; 190,000 compounds, 0.3% hits;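 active = nuclear translocation activity above 50% at 5 µM, with a well cell count of 50 or more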;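 also: per-cell ratio of nuclear to cytoplasmic median beta-catenin stain intensity; plate controls were DMSO negative control for no effect and GSK-3 inhibitor IX positive control for full effect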
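Test system: human HeLa cells, endogenous beta-catenin. Times: 24 h compound exposure, 37°C. Measured by: beta-catenin immunofluorescence imaging with DAPI.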
P. falciparum M1AAP = malaria alanyl aminopeptidase activity blockers – biochemical, fluorogenic H-Leu-NHMec substrate, 1536-well (AID 1445); inhibition, % at 30 µM; hits with a dose series show IC50 in µM; 220,000 compounds, 0.42% hits; recombinant M1AAP, H-Leu-NHMec fluorogenic kinetic assay; higher % means a stronger effect;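 active = primary inhibition above the hit cutoff, then over 50% inhibition at one or more dose response concentrations, cut at about 23% in these data, passing the limit was not always enough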;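 also: plate controls were DMSO full reaction for no effect and no enzyme background for full effect; strong numbers were not always called active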
MT stabilizer = microtubule stabilization, imaging screen. HeLa tubulin immunostaining HCS, 24 h; share of cells brighter than vehicle mean+2SD. % tubulin-high responders, % at 10 µM. 200,000 compounds, 0.83% hits;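 active = plate Z-score above 3 for both tubulin-high and condensed-nucleus cell shares, with cell loss under 80%, at 10 µM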;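 also: anti alpha tubulin signal scored within the nucleus-defined area of each cell; some results filed as inactive read as strong as hits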
P. falciparum M17LAP = P. falciparum M17LAP inhibitors, primary screen, biochemical, fluorogenic H-Leu-NHMec substrate, 1536-well (AID 1619). 220,000 compounds, 0.38% hits. recombinant M17LAP, H-Leu-NHMec fluorogenic kinetic assay; higher % means a stronger effect. one-dose inhibition, % at 30 µM; IC50 in µM for titrated hits;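 active = compound inhibiting the enzyme by more than half at any dose during confirmatory dose-response retesting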;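 also: plate controls were full reaction with DMSO carrier for no effect and no enzyme background for full effect; strong numbers were not always called active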
WT yeast gro inh mutant strain = recorded beside WT yeast gro inh, whose call it bears; inhibition, %; mitochondrial fusion phenotypic screen, mutant strain inhibition
Dynein cargo inh cytoplasmic EGFP = also measured in Dynein cargo inh; calls as there; z-score; measured here: cytoplasmic GR-EGFP intensity; hits give high values
Dynein cargo inh nuclear GR-EGFP = recorded beside Dynein cargo inh, whose call it bears; z-score; measured here: nuclear GR-EGFP intensity;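 lower value marks the stronger effect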
Dynein cargo inh cell count = second read-out of Dynein cargo inh, no call of its own (marks repeat the call); z-score; measured here: cell count per field
b-catenin transl cell count 5 µM = second read-out of b-catenin transl, no call of its own (marks repeat the call); cell count; measured here: cell count, cytotoxicity flag
T cell HTS vesicle-bound % = further read-out of T cell HTS, marked with its call; double positive events, %; measured here: CD8+ vesicle-bound cell fraction;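 binding gate set so that unloaded-vesicle control wells show 10% double positive cells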
MT stabilizer Hoechst-high % = recorded beside MT stabilizer, whose call it bears; % Hoechst-high responders; measured here: nuclear condensation Hoechst responders;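 share of cells brighter than vehicle mean plus two SD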
MT stabilizer cytotoxicity % = also measured in MT stabilizer; calls as there; toxicity, %; measured here: cytotoxicity by cell density;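 0% = mean cell density of plate MIN control wells and 100% = no cells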
Autophagy mod cell loss 18 h = further read-out of Autophagy mod, marked with its call; toxicity, %; measured here: cell loss, nuclei count;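 cell loss after 18 h compound exposure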
Starred values were filed as active, the others as inactive; i = inactive; x = not tested or not shown.

SMILES	Autophagy mod	Autophagy mod cell loss 18 h	Dynein cargo inh	Dynein cargo inh cytoplasmic EGFP	Dynein cargo inh nuclear GR-EGFP	Dynein cargo inh cell count	Yfh1-off respiration	T cell HTS	T cell HTS vesicle-bound %	WT yeast gro inh	WT yeast gro inh mutant strain	b-catenin transl	b-catenin transl cell count 5 µM	P. falciparum M1AAP	MT stabilizer	MT stabilizer Hoechst-high %	MT stabilizer cytotoxicity %	P. falciparum M17LAP
CSc1ccccc1NC(=O)c1cc2ncc(Br)cn2n1	i	4.3	-1.1	-0.11	0.113	-0.118	i	i	27.4	5.1	-4.1	-0.4	1148	2.5%	1.6	1.2	5.9	-2.1%
Cc1ccn(C(=O)c2cc3c(C)nn(-c4ccccc4)c3s2)n1	i	2.2	-0.332	-0.261	-0.0609	0.677	i	i	19.8	-10.6	-7.6	-1.2	1330	0.1%	4.7	1.8	2.3	5.3%
COC(=O)c1sccc1-n1cccc1C(=O)N1CCOCC1	i	-14.6	-0.281	-0.214	-0.713	0.514	i	i	37.7	8.4	-3.3	x	x	-7.5%	2.8	2.6	5.2	4.5%
CCOc1cc(C2C(C(=O)N3CCOCC3)=C(C)NC3=C2C(=O)CCC3)ccc1O (stereo unspecified)	i	-0.8	0.259	-0.255	0.245	0.264	i	x	x	-19.6	-23.8	-15.3	1140	3.9%	3.4	2.0	2.0	10.5%
Nc1cccc(C(=O)O)c1	i	-6.9	0.108	-0.294	0.241	0.96	i	i	17.6	1.1	-6.3	-2.4	587	0.7%	3.7	1.8	6.9	13.3%
Cc1ccccc1S(=O)(=O)Cc1ccc(C(=O)NCCN2CCN(Cc3ccccc3)CC2)o1	i	-51.4	0.725	-0.152	0.534	-0.234	i	i	30.0	-5.0	-7.0	x	x	3.3%	2.7	2.4	7.9	7.0%
Cc1cccc(N2CCN(C(=O)C(NS(=O)(=O)c3cccs3)c3ccccc3)CC2)c1C (stereo unspecified)	i	33.2	-0.737	0.413	0.0124	0.973	i	i	26.8	37.7	5.2	1.0	1158	8.8%	1.8	1.1	5.3	5.8%
O=[N+]([O-])c1cccc(C(O)C23CN4CN(CN(C4)C2)C3)c1 (stereo unspecified)	x	x	-0.45	-0.172	-0.122	0.649	i	i	37.1	x	x	0.4	1241	5.6%	x	x	x	2.2%
CCc1ccc2[nH]c(=O)c(C(c3nnnn3CC3CCCO3)N3CCCc4ccccc43)cc2c1 (stereo unspecified)	i	-9.5	-0.702	-0.174	-0.172	0.162	i	i	30.7	20.0	13.5	-3.3	1055	6.4%	9.1	1.5	16.3	12.1%
COc1ccc(OC)c(C2CC(=O)Nc3cc(OC)c(OC)c(OC)c32)c1 (stereo unspecified)	i	9.8	-0.343	-0.103	0.131	0.45	i	i	44.3	18.9	24.4	-4.5	1211	2.7%	0.8	1.5	9.2	-5.7%
Cc1nc2ccc(NC(=O)c3cc(S(=O)(=O)N4CCOCC4)ccc3C)cc2s1	i	-9.1	-0.879	-0.00299	-0.212	0.184	i	i	50.2	-1.8	-5.8	x	x	-2.4%	2.5	1.6	7.5	-6.4%
Cn1c(SCc2ccc(C(C)(C)C)cc2)nnc1C1COc2ccccc2O1 (stereo unspecified)	x	x	0.0477	-0.238	-0.00414	0.129	i	i	50.7	x	x	1.8	1027	8.7%	x	x	x	12.6%
CCN(CC)C(=O)C1CCCN(Cc2ccccc2C(F)(F)F)C1 (stereo unspecified)	i	-5.2	-0.334	-0.215	0.104	0.791	i	i	31.3	9.0	15.0	0.8	1042	-4.8%	3.0	3.4	10.7	6.4%
Cc1ccc(CNC(=O)C2CCCN(c3nc4ccccc4o3)C2)cc1 (stereo unspecified)	i	1.3	-1.16	-0.258	-0.11	1.02	x	i	52.3	10.8	7.7	-0.6	622	6.0%	4.1	2.0	12.2	-6.5%
Cc1cc(C)n2nc(C(=O)Nc3cccnc3)nc2n1	i	0.7	-0.932	-0.274	-0.174	0.751	i	i	34.8	-4.7	5.8	x	x	-1.8%	3.0	1.8	7.8	10.1%
O=C1CN(CC(=O)Nc2ccc(Cl)cc2)CCN1	i	5.0	-0.842	-0.262	-0.519	0.674	i	i	32.1	-2.5	8.0	x	x	3.5%	2.5	2.3	7.7	7.7%
COc1cccc(/C=N/NC(=O)c2ccccc2)c1OS(=O)(=O)c1ccccc1	i	-7.9	0.246	-0.109	0.366	-0.957	i	i	54.3	-6.7	-22.6	x	x	11.2%	3.5	2.5	5.8	-19.5%
Cc1ccccc1Nc1nc(N)nc(CSc2ccccc2)n1	i	-4.1	-1.13	-0.211	-0.157	0.584	i	i	38.6	7.5	2.5	-1.5	992	-3.4%	1.3	2.2	7.3	5.3%
COC(=O)c1c(NC(=O)CN2CCOCC2)sc2c1CCC(C)C2 (stereo unspecified)	i	27.0	-0.11	-0.201	-0.238	0.0865	i	i	38.5	0.3	18.0	-6.1	940	1.6%	1.1	1.5	3.9	10.1%
O=S(=O)(Nc1ncnc2sc3c(c12)CCC3)c1cc(F)ccc1F	x	x	-0.848	-0.0751	-0.344	0.0392	i	i	31.1	x	x	-2.5	1133	11.3%	x	x	x	18.4%
Cc1cc(C(F)(F)F)nc(SCC(=O)c2cccc([N+](=O)[O-])c2)n1	i	-30.0	0.296	-0.199	0.433	-0.724	i	i	17.8	x	x	x	x	7.7%	1.6	1.8	9.4	-4.3%
O=C(Oc1oc(-c2ccco2)nc1C=Nc1ccccc1)c1ccoc1	i	22.3	-4.04*	0.771*	-2.21*	-0.269*	i	i	9.9	-20.7	18.6	-0.6	1130	15.9%	2.7	1.6	3.1	8.4%
CCOC(=O)N1CCN(S(=O)(=O)c2cc(Br)cnc2N)CC1	i	3.0	-0.385	-0.0304	-0.202	0.698	i	i	40.7	-2.8	-3.0	-6.7	939	1.9%	4.3	2.6	6.4	1.1%
CC(C[N+](C)(C)C)OC(=O)C1(c2ccccc2)CCCC1 (stereo unspecified)	x	x	0.167	-0.165	0.497	0.479	i	i	32.9	x	x	-1.6	1407	19.8%	x	x	x	1.5%
C=CCNC(=S)NNC(=O)c1cccn(Cc2ccc(Cl)c(Cl)c2)c1=O	i	23.9	0.121	1.39	1.14	0.364	i	i	39.9	-20.5	-3.2	4.2	1374	22.7%	2.9	1.8	1.4	-20.3%
CC12CC(NC(=O)N1c1cccc(C(=O)Nc3ncn[nH]3)c1)c1ccccc1O2 (stereo unspecified)	i	-0.4	-0.717	-0.263	-0.42	0.491	i	i	23.9	-6.9	29.9	-1.6	1178	5.8%	1.4	1.3	9.3	17.7%
COc1ccc(-c2[nH]ncc2/C=C(/C#N)C(=O)NC2CCCCC2)cc1	i	-15.7	-0.391	-0.264	-0.044	0.598	i	i	46.6	4.7	12.0	x	x	7.8%	2.1	1.7	12.0	0.0%
CC(NS(=O)(=O)c1ccc(Cl)cc1)C(=O)NCc1ccco1 (stereo unspecified)	i	-21.5	1.13	-0.223	0.548	0.233	i	i	18.8	-1.2	-1.3	x	x	-2.3%	1.6	1.5	6.3	2.6%
CCn1c(=N)n(CC(=O)C23CC4CC(CC(C4)C2)C3)c2ccccc21	i	3.6	-1.01	-0.1	-0.157	0.127	i	i	31.7	89.6*	76.2*	x	x	7.4%	2.4	2.4	8.1	6.2%
Cc1ccc(CCNC(=O)C2CCCN(c3nc4ccccc4o3)C2)cc1 (stereo unspecified)	i	6.7	0.315	-0.238	-0.174	0.524	i	i	11.8	3.4	2.5	3.4	1353	7.3%	4.0	0.7	5.2	5.3%
O=C(CSc1nccc(=O)[nH]1)NCc1ccco1	x	x	-0.619	-0.212	-0.338	1.62	i	i	28.8	x	x	-1.0	1029	4.4%	x	x	x	5.4%
CCOC(=O)C(C(=O)OCC)N(C#N)c1nc(OC)nc(N(C)C)n1	i	10.8	-0.191	-0.148	-0.164	0.378	i	i	24.8	1.3	-0.1	0.2	1088	8.9%	4.0	2.1	4.9	3.5%
Cc1ccc(-n2c3c(c(=O)[nH]c2=O)C(C(F)(F)F)(C(F)(F)F)NC(=O)N3)cc1	i	2.7	1.74	-0.138	0.25	-1.51	i	i	37.0	1.4	7.7	-0.9	1307	8.2%	2.7	1.5	2.7	35.4%
COc1cc(-c2nc(CN3CCN(CC(C)C)C(=O)[C@@H]3C)c(C)o2)ccc1F	i	-12.3	-0.521	-0.0918	-0.328	-1.35	i	i	40.8	18.1	-6.2	1.1	1508	-1.4%	1.4	1.4	3.9	6.8%
Cc1ccc(SCc2nnc(N)s2)cc1	i	1.3	0.589	-0.172	1.08	-1.47	i	i	23.2	-14.9	-2.9	-2.0	543	4.9%	3.5	2.0	6.5	-0.3%
CC(/C=N/n1cnnc1)=C\c1ccccc1	i	-12.9	-0.38	-0.0988	-0.0539	0.4	i	i	5.8	9.7	-17.4	2.1	661	12.3%	2.2	2.1	4.7	-18.7%
COc1ccc(CC(=O)OCC(=O)Nc2ccc3c(c2)OCO3)cc1	i	18.6	1.14	-0.253	0.806	-1.03	i	i	62.7	16.4	-0.8	-1.4	1113	0.7%	5.6	1.8	0.2	-7.0%

Compounds as they come. Share with any hit: about 4.4%.
